PfG6PD inh: PfG6PD (Plasmodium falciparum) enzyme inhibition; PfGluPho enzyme, NADPH resazurin-diaphorase fluorescence; AID 504690; actives 0.78% (n = 350,000); inhibition, % at 20 µM;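 active = inhibition reaching at least a set limit at 20 µM in the primary screen, cut at about 59% in these data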;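 also: 0% = DMSO wells with substrate and 100% = DMSO wells lacking glucose-6-phosphate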
NLRP3 yeast inh: inhibitors of NALP3 inflammasome in yeast; Yeast reconstituted NLRP3/ASC/caspase-1, beta-gal luminescence, 24 h; inhibition, % at 10 µM; actives 0.39% (n = 330,000); AID 2825;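 active = inhibition of 50% or more; inactive = inhibition below 50%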;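 also: plate controls were induced DMSO wells for no effect and uninduced yeast grown without galactose for full effect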
Apaf-1 inh: blocks human Apaf-1 apoptosome activity; O14727; reconstituted apoptosome caspase-3 activity, DEVD-Rh110 fluorescence; inhibition, % at 20 µM; actives 0.71% (n = 330,000); AID 489030; active = inhibition of at least 40% at 20 µM;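 also: plate controls were DMSO wells for no effect and DEVD-CHO caspase inhibitor wells for full effect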
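Assay system – apoptosome proteins · Medium – Hepes buffer, pH 7.5 · Also added – cytochrome c with DEVD-Rh110 · Timing – 30 min compound preincubation, 50 min activation, room temperature · Detection – Rh110 fluorescence, excitation 480 nm, emission 540 nm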
SENP8 block-1: blocks the human protease SENP8; Q96LD8; AID 2540; purified SENP8, Z-RLRGG-aminoluciferin cleavage, luminescence; actives 1.2% (n = 330,000); inhibition, % at 10 µM; in the data active = inhibition above about 50%
Target sequence (Q96LD8 whole entry, looked up): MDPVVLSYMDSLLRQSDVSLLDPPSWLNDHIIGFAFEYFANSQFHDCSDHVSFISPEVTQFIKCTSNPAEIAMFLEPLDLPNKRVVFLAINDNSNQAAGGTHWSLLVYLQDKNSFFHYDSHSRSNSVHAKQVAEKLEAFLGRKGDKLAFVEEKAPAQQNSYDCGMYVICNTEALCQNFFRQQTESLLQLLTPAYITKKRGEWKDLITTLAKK
SENP1 FRET inh: SENP1 (human) catalytic domain inhibition; Q9P0U3; recombinant SENP1 catalytic domain, CyPet-SUMO1-YPet FRET cleavage; inhibition, % at 10 µM; actives 0.21% (n = 360,000); AID 624204;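 active = inhibition at least 30% at 10 µM, raw YFP signal under a set limit, fluorescence ratio 0.5 to 1.5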;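 also: 0% = enzyme with DMSO and 100% = no enzyme wells; some results filed as inactive read as strong as hits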
Target sequence (Q9P0U3 419-644 limits assumed): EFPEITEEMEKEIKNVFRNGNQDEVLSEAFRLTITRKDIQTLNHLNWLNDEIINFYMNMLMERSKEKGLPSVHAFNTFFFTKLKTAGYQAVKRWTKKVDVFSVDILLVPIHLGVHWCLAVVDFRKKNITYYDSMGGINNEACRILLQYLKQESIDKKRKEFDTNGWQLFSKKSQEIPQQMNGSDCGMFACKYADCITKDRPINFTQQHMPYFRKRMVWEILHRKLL
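system = hSENP1 catalytic domain, recombinant | reagent = SFCypet-SUMO1-SFYpet substrate at 25 nM | doses = one dose per compound, 10 µM, 0.5% DMSO | incubation = enzyme reaction for 50 min at room temperature, dark | measured by = FRET, CFP and YFP emission | controls = no-enzyme low, enzyme-DMSO high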
SENP7 block: SENP7 protease inhibition | Q9BQF6 | actives 1.5% (n = 330,000) | inhibition, % at 5 µM | recombinant SENP7, Z-RLRGG-aminoluciferin luminescence, 40 min;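 active = inhibition above about 50% at the single test dose, limit read from the data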;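 also: plate controls were DMSO with enzyme for no effect and no enzyme buffer wells for full effect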
SENP8 block-2: inhibitors of human SENP8 protease; Q96LD8; recombinant SENP8, Nedd8 substrate fluorescence; inhibition, % at 20 µM; actives 0.64% (n = 360,000); AID 602440; in the data active = inhibition mostly above about 40%, no sharp cut-off; inactive = mostly below about 27%
HKDC1 inhibitor: blocks human hexokinase HKDC1 activity | AID 493160 | inhibition, % at 20 µM | recombinant HKDC1, G6PDH/diaphorase resazurin coupled fluorescence | actives 0.16% (n = 340,000);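 active = inhibition above about 35% when tested at 20 µM, limit read from the data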;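 also: plate controls were DMSO wells with enzyme for no effect and DMSO wells lacking enzyme for full effect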
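Test system: Recombinant HKDC1 (HK5) hexokinase enzyme, produced in-house | Input: HKDC1 at 5 µg/mL | Buffer or medium: Tris pH 8.0 buffer with MgCl2, Tween-20, BSA, BME | Schedule: 90 min reaction incubation at room temperature, dark | Technique: Resazurin-to-resorufin fluorescence via G6PDH and diaphorase coupling, 525/613 nm | Controls: DMSO wells with and without enzyme mix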
SENP6 inh: inhibitors of human SENP6 protease; Q9GZR1; Recombinant SENP6 catalytic domain, aminoluciferin luminescence; inhibition, % at 10 µM; actives 1.8% (n = 330,000); AID 2599;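 active = inhibition above about 50% at the single tested dose, limit read from the data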;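 also: plate controls were DMSO wells with enzyme for no effect and DMSO wells lacking enzyme for full effect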
Target sequence (Q9GZR1 628-1112 limits assumed): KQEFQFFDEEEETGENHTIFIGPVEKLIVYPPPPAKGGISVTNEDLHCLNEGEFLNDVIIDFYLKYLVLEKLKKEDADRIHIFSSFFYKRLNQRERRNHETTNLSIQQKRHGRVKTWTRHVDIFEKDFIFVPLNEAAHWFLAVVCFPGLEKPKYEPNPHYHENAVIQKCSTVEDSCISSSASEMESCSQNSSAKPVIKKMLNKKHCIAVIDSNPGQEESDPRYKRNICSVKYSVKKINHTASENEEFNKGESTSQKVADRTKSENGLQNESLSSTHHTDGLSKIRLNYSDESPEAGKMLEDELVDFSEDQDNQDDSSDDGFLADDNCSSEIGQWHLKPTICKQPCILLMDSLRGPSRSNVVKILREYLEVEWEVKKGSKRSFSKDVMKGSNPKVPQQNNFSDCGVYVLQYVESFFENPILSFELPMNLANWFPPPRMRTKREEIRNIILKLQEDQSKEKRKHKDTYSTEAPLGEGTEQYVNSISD
The depositor's hits bear a star; . = no result given.

SMILES	PfG6PD inh	NLRP3 yeast inh	Apaf-1 inh	SENP8 block-1	SENP1 FRET inh	SENP7 block	SENP8 block-2	HKDC1 inhibitor	SENP6 inh
O=c1c2cnn(-c3ccc(F)cc3)c2ncn1Cc1cccnc1	-29	-2	7	-11	2	-1	8	-3	-22
CSc1ccccc1C(=O)N1CCCC(CCC(=O)NCc2ccc(F)c(F)c2)C1 (stereo unspecified)	-8	4	7	0	2	0	0	4	6
COC(=O)c1cc(NC(=O)CC2C(=O)NCCN2C(=O)c2ccccc2)cc(C(=O)OC)c1 (stereo unspecified)	-6	15	-4	-3	0	12	6	-5	-15
COc1cccc(C(=O)O/N=C(\N)c2ccncc2)c1	1	-5	-14	43	1	67*	7	-12	-1
N#Cc1ccccc1NC(=O)CNc1ccc(Cl)c(C(F)(F)F)c1	-6	5	-5	-3	-7	5	22	19	-28
CN(C)C(=O)COC(=O)c1ccc(S(=O)(=O)NCc2ccco2)cc1	-18	-16	-14	-3	0	-1	19	-7	5
O=C1NCCC/C1=N/Nc1ccc(F)cc1	11	-2	11	-15	.	-5	.	-6	-25
COc1ccc(C(=O)NCCCN(C)CCCNC(=O)c2ccc(OC)cc2)cc1	-8	27	-5	-6	0	6	6	-7	-15
COc1ccccc1NCc1nnc(SCC(=O)N/N=C/c2ccco2)n1-c1ccc(Cl)cc1Cl	19	11	8	0	1	1	3	-1	2
O=[N+]([O-])c1ccc(C2=Nn3cnnc3SC2)cc1	-1	19	-7	0	1	9	21	-4	0
C=CCNC(=O)/C(C#N)=C/c1c(N2CC(C)OC(C)C2)nc2ccccn2c1=O (stereo unspecified)	2	-11	-5	3	-139	1	-249	-6	-9
CCN(CC)c1ccc(NC(=S)NC(=O)c2cccs2)cc1	23	42	3	0	2	-2	16	-2	1
C=C(C)C1CC=C(C)/C(=N/NC(=O)CCC(=O)Nc2ccccc2Cl)C1 (stereo unspecified)	-6	10	18	4	2	2	23	-6	-13
O=C(CC1SC(=NCCc2ccccc2)N(/N=C/c2cccs2)C1=O)Nc1ccc(Cl)cc1 (stereo unspecified)	10	-1	13	-10	2	-6	19	-8	-13
COc1ccc(C(=O)c2ccccc2)cc1	-6	7	-10	-14	1	-3	2	6	1
Cc1n[nH]c(=O)c2c(NC(=O)CSc3c(Cl)cccc3Cl)oc(C)c12	49	12	7	0	-9	5	9	3	-13
CN(CCNC(=O)C1CC(=O)N(C2CCCC2)C1)Cc1ccccc1 (stereo unspecified)	-5	16	8	-3	-1	5	0	-5	3
Cc1cccc(NC(=O)c2sc3nc(N)c(C#N)cc3c2N)c1	30	.	.	.	-4	.	-153	0	.
O=C(CSc1c(F)c(F)cc(F)c1F)Nc1ccc(C2SCCS2)cc1	10	11	-18	7	-2	0	-3	0	-7
CCCCCCC1CCC(C(=O)NC(CCSC)C(=O)NC(C(=O)OC)C(C)C)CC1 (stereo unspecified)	-1	27	21	5	1	3	18	3	-6

As entered above.
Under Apaf-1 inh, `O=c1c2cnn(-c3ccc(F)cc3)c2ncn1Cc1cccnc1` has the entry 7
Under Apaf-1 inh, `COc1ccc(C(=O)c2ccccc2)cc1` has the entry -10

More results
SMILES	PfG6PD inh	NLRP3 yeast inh	Apaf-1 inh	SENP8 block-1	SENP1 FRET inh	SENP7 block	SENP8 block-2	HKDC1 inhibitor	SENP6 inh
COc1ccc(NC(=O)CN(C)C(=O)CN2C(=O)NC3(CCCC3)C2=O)cc1	3	-3	-3	-8	3	-5	5	-1	-3
COc1cccc(NC(=S)N(Cc2ccc(C(=O)O)cc2)Cc2ccc(OC)c(OC)c2)c1	-3	17	-6	-2	2	2	6	2	-7
COc1cc2c(cc1OC)-c1cc(N3CCc4ccccc43)nc(=O)n1CC2	-9	16	4	1	-77	-4	-400	-7	-6
Cc1sc2ncn(CC(=O)Nc3cccc(S(N)(=O)=O)c3)c(=O)c2c1-c1ccccc1	10	1	-4	1	-2	8	2	-1	-5
Cc1ccccc1-n1nc2c(c1NC(=O)CC(C)C)CS(=O)C2 (stereo unspecified)	9	3	-16	1	0	12	9	-6	-13
Cc1ccc([N+](=O)[O-])cc1Nc1nc(N2CCCC2)nc(N2CCCC2)n1	12	11	3	-10	3	-17	33	-4	2
CC(CNC(=O)C1CCCN(S(=O)(=O)N2CCOCC2)C1)c1ccccc1 (stereo unspecified)	-5	4	-3	-9	1	7	3	3	-8
CCCCn1nc2cc(C(=O)NCc3ccc(OC)cc3)ccc2c1OCC	-4	15	2	0	2	-3	-472	-1	-18
CCNC(=S)N/N=C/c1sc(N2CCCCC2)nc1-c1cccs1	0	19	-1	-13	-27	7	-102	-14	9
O=C(O)c1cc(O)ccc1-c1ccc(O)cc1	-2	3	-5	-5	0	3	23	-3	-9
NC(N)=NC(=O)c1nc(Cl)c(N2CCCCCC2)nc1N	1	24	13	10	-22	1	-59	-2	17
O=C(NC(CC1CCCCC1)C(=O)O)c1ccccc1 (stereo unspecified)	-29	12	3	-16	1	-7	12	-7	-10
COc1ccc(CCN(C)C(=O)C2CCN(Cc3cccc(OC)c3OC)CC2)cc1OC	7	4	4	5	1	-3	18	-2	4
O=S(=O)(NCc1ccco1)N1CCCCCC1	-14	10	-7	3	3	-4	25	-4	-16
Cc1cc(Cl)ccc1C1=CC(=O)C[C@H](c2ccc(F)cc2)C1	-13	6	11	7	2	9	1	5	2
Cc1cccc(-n2ncc3c(N4CCC5(CC4)OCCO5)ncnc32)c1	8	30	15	-13	2	-18	8	5	-14
Cc1ccc(S(=O)(=O)Nc2cccc(C(=O)NCC(c3ccccc3)N(C)C)c2)cc1F (stereo unspecified)	-10	20	13	-5	0	1	-11	0	-6
CNC(=O)COc1coc(CN2CCN(c3ccccc3F)CC2)cc1=O	-9	1	3	-6	0	-13	6	-10	-17
COc1cccc(C(=O)N2CCN(C(=O)C3COc4ccccc4O3)CC2)c1 (stereo unspecified)	8	8	1	-7	2	1	7	4	1
Cc1cc(C)cc(NC(=S)N2CCN(S(=O)(=O)c3ccccc3)CC2)c1	3	24	6	-10	7	-11	-1	3	-12

Shown as labelled records: part of the list above
COc1cc2c(cc1OC)-c1cc(N3CCc4ccccc43)nc(=O)n1CC2
  PfG6PD inh = -9 | NLRP3 yeast inh = 16 | Apaf-1 inh = 4 | SENP8 block-1 = 1 | SENP1 FRET inh = -77 | SENP7 block = -4 | SENP8 block-2 = -400 | HKDC1 inhibitor = -7 | SENP6 inh = -6

Cc1sc2ncn(CC(=O)Nc3cccc(S(N)(=O)=O)c3)c(=O)c2c1-c1ccccc1
  PfG6PD inh = 10 | NLRP3 yeast inh = 1 | Apaf-1 inh = -4 | SENP8 block-1 = 1 | SENP1 FRET inh = -2 | SENP7 block = 8 | SENP8 block-2 = 2 | HKDC1 inhibitor = -1 | SENP6 inh = -5

Three compounds out of the list above, arranged by their value in SENP1 FRET inh, descending.
canonical_smiles,SENP1 FRET inh
COc1ccc(NC(=O)CN(C)C(=O)CN2C(=O)NC3(CCCC3)C2=O)cc1,3
Cc1cccc(-n2ncc3c(N4CCC5(CC4)OCCO5)ncnc32)c1,2
CN(C)C(=O)COC(=O)c1ccc(S(=O)(=O)NCc2ccco2)cc1,0

Next section.
SMILES	PfG6PD inh	NLRP3 yeast inh	Apaf-1 inh	SENP8 block-1	SENP1 FRET inh	SENP7 block	SENP8 block-2	HKDC1 inhibitor	SENP6 inh
CN(c1ccccc1)S(=O)(=O)c1nnc(NC(=O)C2CCCCC2)s1	2	14	3	4	-9	-2	17	-6	-4
CC1Sc2ccccc2N(CC(=O)N(C(C)C)C(C)C)C1=O (stereo unspecified)	-12	9	10	-12	0	-2	22	-1	-8
COCc1nnc(NS(=O)(=O)c2ccc([N+](=O)[O-])cc2)s1	22	-9	-7	6	1	6	20	-1	-15
C/C(=N\NC(=O)COc1ccccc1F)c1cc2ccccc2o1	10	29	0	-9	1	1	-7	4	-17
COc1ccc(NC(=O)CN(c2ccc(Cl)cc2)S(C)(=O)=O)cc1OC	13	21	1	-3	-2	0	-2	-3	12
COc1ccc(Cl)cc1NC(=S)NCc1ccccn1	-10	4	4	0	1	-5	11	-5	-1
CCOc1ccccc1NC(=O)Cc1cccs1	-5	19	-5	11	-1	-1	2	-4	-2
CN1CC(c2ccccc2)C2(SC(=S)N(Cc3ccco3)C2=O)C12C(=O)Nc1ccccc12 (stereo unspecified)	11	21	21	-9	2	-12	8	-1	1
COc1ccccc1N=c1sc2ccccc2n1C	8	-6	-11	-9	-1	1	17	-3	-3
COc1ccccc1CNC(=O)CSc1ccc(-c2ccncc2)nn1	16	-7	6	-10	2	-10	20	0	-32
CN1CCN(CCc2cn3ncc(C#N)c3nc2-c2ccc(F)cc2)CC1	-6	-2	-2	-9	-2	-5	-282	-1	-24
COc1cccc(CNC(=O)CCS(=O)(=O)c2ccc3c(c2)NC(=O)CO3)c1	8	4	13	0	-1	-7	18	-4	-11
O=C(Nc1ccc(-n2cccn2)cc1)C1CCN(Cc2ccccn2)CC1	-1	16	10	7	-1	-2	-23	-4	-7
CC(C)NC(=O)c1n[nH]c(=O)c2ccccc12	-24	-1	3	3	3	11	18	-2	-6
O=C(Nc1ccc(Nc2ccccc2)cc1)c1ccc(Cl)cc1	21	23	5	-9	0	6	1	-2	-7
COC(=O)Cn1nc(-c2ccccc2)n(-c2ccccc2)c1=S	6	13	-7	1	0	2	11	-6	5
Cc1cc(=O)oc2cc(OC(=O)c3ccco3)ccc12	16	.	.	.	-142	.	-389	2	.
COc1ccc(C(=O)O)cc1S(=O)(=O)N1CCN(c2ccccn2)CC1	-31	15	1	-6	1	6	6	-5	-4
CCC(=O)Nc1nnc(CSCc2ccccc2)s1	3	27	6	0	1	-5	7	-3	-23

Some of the entries so far, with values under each structure.
Order of values: PfG6PD inh	NLRP3 yeast inh	Apaf-1 inh	SENP8 block-1	SENP1 FRET inh	SENP7 block	SENP8 block-2	HKDC1 inhibitor	SENP6 inh
> COC(=O)Cn1nc(-c2ccccc2)n(-c2ccccc2)c1=S
  6	13	-7	1	0	2	11	-6	5
> CCOc1ccccc1NC(=O)Cc1cccs1
  -5	19	-5	11	-1	-1	2	-4	-2
> O=C(Nc1ccc(Nc2ccccc2)cc1)c1ccc(Cl)cc1
  21	23	5	-9	0	6	1	-2	-7
> COc1ccc(Cl)cc1NC(=S)NCc1ccccn1
  -10	4	4	0	1	-5	11	-5	-1
> COc1ccc(NC(=O)CN(c2ccc(Cl)cc2)S(C)(=O)=O)cc1OC
  13	21	1	-3	-2	0	-2	-3	12
> COc1ccccc1CNC(=O)CSc1ccc(-c2ccncc2)nn1
  16	-7	6	-10	2	-10	20	0	-32
> COc1cccc(CNC(=O)CCS(=O)(=O)c2ccc3c(c2)NC(=O)CO3)c1
  8	4	13	0	-1	-7	18	-4	-11

Bioassay records (PubChem)
